ABCG2 inh: blocks JC-1 efflux by human ABCG2 transporter | IgMXP3 cells, flow cytometry | inhibition, % at 6.6 µM | 190,000 compounds, 0.1% hits | AID 1325;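 active = inhibition above 80%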;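 note: 0% = DMSO and 100% = nicardipine control wells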
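test system = two drug-resistant human cell lines, ABCG2 and ABCB1 | amount = 3 million cells/mL final, two lines in 1:1 ratio | reagent = JC-1 transporter substrate | doses = one concentration, 6.6 µM final | incubation = 10 min at 25 °C | signal = flow cytometric JC-1 green MFI at 530 nm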
Avidin fluor: compound fluoresces at 488/530 nm on avidin beads; fluorescence (KMESF) at 10 µM; 220,000 compounds, 0.38% hits; compound fluorescence 488/530 nm, flow cytometry; hits give high values; in the data active = fluorescence above about 47; note: inactives centre near 10
Bcl-2 Bim block: human Bim-Bcl-2 interaction inhibition; P10415; Bead-based flow cytometry, Bim peptide-Bcl-2 binding; inhibition, % at 10 µM; 190,000 compounds, 0.06% hits; AID 950; in the data active = inhibition above about 40%; inconclusive = no clear call, values can overlap the other calls;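 note: 0% = no compound wells with probe peptide and 100% = reference peptide inhibitor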
Bim-Bcl-W: human Bim-Bcl-W interaction inhibition; bead-based flow cytometry, Bim peptide-Bcl-W binding; inhibition, % at 10 µM; 190,000 compounds, 0.02% hits; AID 952;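 note: 0% = bound tracer without compound and 100% = peptide blocker; higher means less fluorescent Bim peptide bound to Bcl-W beads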
Target sequence (Q92843 whole entry, looked up): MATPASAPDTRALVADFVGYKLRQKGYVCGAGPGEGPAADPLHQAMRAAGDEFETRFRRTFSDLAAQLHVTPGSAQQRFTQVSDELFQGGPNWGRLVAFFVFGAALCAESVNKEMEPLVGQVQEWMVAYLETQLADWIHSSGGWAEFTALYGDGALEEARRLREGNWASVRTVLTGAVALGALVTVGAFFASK
ABCB1 block: blocks JC-1 efflux by human ABCB1 transporter; P08183; CCRF-Adr cells, flow cytometry; inhibition, % at 6.6 µM; 190,000 compounds, 0.067% hits; AID 1326; in the data active = inhibition above about 40%;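 note: 0% = vehicle and 100% = reference inhibitor; higher value means more JC-1 retained so stronger ABCB1 efflux block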
Bim-Bcl-B: human Bim-Bcl-B interaction inhibition; Q9HD36; bead-based flow cytometry, Bim peptide-Bcl-B binding; inhibition, % at 10 µM; 190,000 compounds, 0.073% hits; AID 951;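 note: 0% = tracer peptide without compound and 100% = reference inhibitor peptide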
Target sequence (Q9HD36 whole entry, looked up): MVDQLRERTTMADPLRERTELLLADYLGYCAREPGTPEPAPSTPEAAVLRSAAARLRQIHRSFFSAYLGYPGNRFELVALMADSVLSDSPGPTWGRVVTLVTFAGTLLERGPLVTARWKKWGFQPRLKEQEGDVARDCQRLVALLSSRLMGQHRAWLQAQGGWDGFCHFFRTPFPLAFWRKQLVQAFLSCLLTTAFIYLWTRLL
RGS7-Gao: human RGS7-Galphao interaction regulation; Multiplexed bead flow cytometry, RGS7-Galphao binding; actives lie on both sides; P09471; 220,000 compounds, 0.35% hits; binding response (% of control), % at 10 µM; in the data active = binding response below about 49% or above about 150%; inconclusive = no clear call, values can overlap the other calls; inactive = in between;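 note: fluorescent Galphao held in activated GDP-AlF4 state binding bead-coupled RGS7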
Target sequence (P09471 whole entry, looked up): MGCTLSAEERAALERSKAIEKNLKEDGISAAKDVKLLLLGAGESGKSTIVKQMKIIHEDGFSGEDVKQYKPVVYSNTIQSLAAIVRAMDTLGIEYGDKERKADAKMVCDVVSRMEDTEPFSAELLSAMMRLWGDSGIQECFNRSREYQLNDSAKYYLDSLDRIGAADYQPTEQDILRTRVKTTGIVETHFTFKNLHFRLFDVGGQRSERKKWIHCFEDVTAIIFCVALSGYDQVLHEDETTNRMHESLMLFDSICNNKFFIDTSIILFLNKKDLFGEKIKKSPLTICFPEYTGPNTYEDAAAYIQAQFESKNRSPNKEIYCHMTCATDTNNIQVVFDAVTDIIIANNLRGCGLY
RGS4-Gao reg: modulates binding of RGS4 to human Galphao; binding response (% of control), % at 10 µM; AID 1415; 220,000 compounds, 0.33% hits; Multiplexed bead flow cytometry; actives lie on both sides; in the data active = binding response below about 49% or above about 150%; inactive = in between;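 note: fluorescent Galphao activated with aluminum fluoride binding bead-coupled RGS4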
Bfl-1 Bim block: disrupts Bim binding to human Bfl-1. inhibition, % at 10 µM. Bead-based flow cytometry, Bim-Bfl-1 binding inhibition. AID 1008. 190,000 compounds, 0.12% hits. Q16548;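 note: 0% = wells without compound plus tracer and 100% = blocker peptide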
Bim-Bcl-XL: disrupts Bim peptide binding to human Bcl-XL. bead flow cytometry, fluorescence. inhibition, % at 10 µM. 190,000 compounds, 0.04% hits
GSH bead fluor: GSH bead compound fluorescence profile; GSH beads flow cytometry, compound fluorescence 488/530 nm; hits give high values; fluorescence (KMESF) at 10 µM; 190,000 compounds, 0.25% hits; AID 1776; in the data active = fluorescence above about 89;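 note: glutathione beads carrying GST-tagged Bcl family fusion proteins plus one bare bead set; values are compound well signal with DMSO vehicle wells as background; inactives centre near 16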
The depositor's hits bear a star; ? = inconclusive. Cut-off read from the data, not from the text of the source, unless noted: active = inhibition above about 40%.

no.	ABCG2 inh	Avidin fluor	Bcl-2 Bim block	Bim-Bcl-W	ABCB1 block	Bim-Bcl-B	RGS7-Gao	RGS4-Gao reg	Bfl-1 Bim block	Bim-Bcl-XL	GSH bead fluor	SMILES
1	1.7	7	-9.0	0.0	0.3	-7.0	99.8	101.7	-10.0	-5.0	17	Cn1ccnc1SCC(=O)Nc1cccc(O)c1
2	5.0	12	-2.0	-9.0	0.8	-3.0	98.3	100.9	-3.0	-1.0	13	COc1ccc(S(=O)(=O)NC2CC2)cc1-n1cnnn1
3	16.2	9	-2.0	-2.0	0.3	0.0	98.5	101.1	-2.0	0.0	20	COC(=O)/C(N=Nc1cccc(C(F)(F)F)c1)=C(\C)O
4	7.0	10	1.0	0.0	1.1	5.0	98.2	98.0	6.0	0.0	22	CC(=O)c1ccc(NC(=O)C(C)N(C)CC(=O)Nc2ccccc2Cl)cc1 (stereo not given)
5	0.8	6	0.0	-5.0	0.1	-2.0	26.4*	31.2*	-5.0	-3.0	11	COc1ccc(/C(O)=C2\C(=O)C(=O)N(Cc3ccco3)C2c2cc(OC)ccc2OC)cc1 (stereo not given)
6	2.5	11	0.0	-1.0	25.7	-4.0	101.5	102.5	-1.0	-4.0	11	Cc1ccc(NP(=O)(c2ccc(N(C)C)cc2NC(=O)c2cccs2)N2CCOCC2)cc1 (stereo not given)
7	-0.6	12	2.0	-3.0	0.3	3.0	98.9	100.8	4.0	-1.0	14	COc1ccccc1C(=O)N/C(=C/c1ccccc1)C(=O)Nc1ccc(C(=O)O)cc1
8	30.0	15	-10.0	-1.0	1.9	-12.0	105.0	104.7	-15.0	-9.0	33	CCN(c1ccccc1)S(=O)(=O)c1ccc(NC(=O)C(C)(C)C)cc1

Overlap with the part before: two entries; new compounds follow.
no.	ABCG2 inh	Avidin fluor	Bcl-2 Bim block	Bim-Bcl-W	ABCB1 block	Bim-Bcl-B	RGS7-Gao	RGS4-Gao reg	Bfl-1 Bim block	Bim-Bcl-XL	GSH bead fluor	SMILES
7	-0.6	12	2.0	-3.0	0.3	3.0	98.9	100.8	4.0	-1.0	14	COc1ccccc1C(=O)N/C(=C/c1ccccc1)C(=O)Nc1ccc(C(=O)O)cc1
8	30.0	15	-10.0	-1.0	1.9	-12.0	105.0	104.7	-15.0	-9.0	33	CCN(c1ccccc1)S(=O)(=O)c1ccc(NC(=O)C(C)(C)C)cc1
9	1.5	4	-4.0	-3.0	0.3	-5.0	100.3	101.1	-6.0	-2.0	26	COC(=O)CSc1nnc([C@H](CC(C)C)NC(=O)OC(C)(C)C)o1
10	3.7	11	-1.0	-1.0	1.4	-3.0	?	99.1	-4.0	-2.0	11	CCOc1ccc(OCc2ccc(C(=O)N/N=C(\C)c3ccccn3)cc2)cc1
11	1.0	8	-5.0	0.0	0.4	-6.0	105.7	101.2	-8.0	-1.0	20	COc1ccc(OC)c(C2CC(=O)NC(SC)=C2C#N)c1 (stereo not given)
12	8.1	12	2.0	0.0	1.5	1.0	97.5	100.0	-6.0	0.0	15	COC(=O)c1c(N2C(=O)CC(Sc3ccccc3C(=O)O)C2=O)sc2c1CCCC2 (stereo not given)
13	0.6	6	0.0	2.0	0.3	-6.0	93.1	97.8	3.0	-1.0	19	Cc1cccc(NNC(N)=S)c1C
14	1.5	7	-5.0	4.0	0.3	-8.0	103.3	103.1	-11.0	-3.0	57	Cc1cc(NC(=O)Cn2nc(-c3ccccc3F)ccc2=O)ccc1-n1cnnn1
15	2.9	10	2.0	0.0	0.3	2.0	97.6	98.9	1.0	-1.0	13	Nc1ccc2c(C(F)(F)F)cc(=O)oc2c1
16	9.8	15	-5.0	4.0	0.4	-7.0	98.4	104.5	-8.0	5.0	42	O=C(CCc1ccc(S(=O)(=O)N2CCCCC2)cc1)c1nnc(-c2ccccc2)o1

Further results.
no.	ABCG2 inh	Avidin fluor	Bcl-2 Bim block	Bim-Bcl-W	ABCB1 block	Bim-Bcl-B	RGS7-Gao	RGS4-Gao reg	Bfl-1 Bim block	Bim-Bcl-XL	GSH bead fluor	SMILES
17	8.0	14	-4.0	-1.0	0.8	-5.0	100.1	96.2	-11.0	-4.0	11	O=C(OCc1nc2ccc(Cl)cc2n1CCO)c1ccccc1C(=O)c1ccccc1
18	0.0	19	-5.0	-1.0	0.1	-3.0	100.7	102.2	-1.0	0.0	10	Cc1ccc(CN(c2ccc(C(=O)NCc3ccccn3)cc2)S(C)(=O)=O)cc1
19	3.2	14	1.0	-2.0	0.2	1.0	92.8	90.8	9.0	1.0	10	CC(C)c1nc2sc3c(SCC(=O)NCc4ccco4)ncnc3c2c2c1CCC2
20	-0.1	19	4.0	4.0	-0.1	0.0	106.5	108.4	3.0	2.0	23	Nn1c(SCC(=O)N2CCCc3ccccc32)nncc1=O

Reformatted: entries from further up
10. CCOc1ccc(OCc2ccc(C(=O)N/N=C(\C)c3ccccn3)cc2)cc1
11. COc1ccc(OC)c(C2CC(=O)NC(SC)=C2C#N)c1 (stereo not given)
12. COC(=O)c1c(N2C(=O)CC(Sc3ccccc3C(=O)O)C2=O)sc2c1CCCC2 (stereo not given)
13. Cc1cccc(NNC(N)=S)c1C
14. Cc1cc(NC(=O)Cn2nc(-c3ccccc3F)ccc2=O)ccc1-n1cnnn1
15. Nc1ccc2c(C(F)(F)F)cc(=O)oc2c1
16. O=C(CCc1ccc(S(=O)(=O)N2CCCCC2)cc1)c1nnc(-c2ccccc2)o1

assay / compound | 10 | 11 | 12 | 13 | 14 | 15 | 16
ABCG2 inh | 3.7 | 1.0 | 8.1 | 0.6 | 1.5 | 2.9 | 9.8
Avidin fluor | 11 | 8 | 12 | 6 | 7 | 10 | 15
Bcl-2 Bim block | -1.0 | -5.0 | 2.0 | 0.0 | -5.0 | 2.0 | -5.0
Bim-Bcl-W | -1.0 | 0.0 | 0.0 | 2.0 | 4.0 | 0.0 | 4.0
ABCB1 block | 1.4 | 0.4 | 1.5 | 0.3 | 0.3 | 0.3 | 0.4
Bim-Bcl-B | -3.0 | -6.0 | 1.0 | -6.0 | -8.0 | 2.0 | -7.0
RGS7-Gao | ? | 105.7 | 97.5 | 93.1 | 103.3 | 97.6 | 98.4
RGS4-Gao reg | 99.1 | 101.2 | 100.0 | 97.8 | 103.1 | 98.9 | 104.5
Bfl-1 Bim block | -4.0 | -8.0 | -6.0 | 3.0 | -11.0 | 1.0 | -8.0
Bim-Bcl-XL | -2.0 | -1.0 | 0.0 | -1.0 | -3.0 | -1.0 | 5.0
GSH bead fluor | 11 | 20 | 15 | 19 | 57 | 13 | 42

17. O=C(OCc1nc2ccc(Cl)cc2n1CCO)c1ccccc1C(=O)c1ccccc1
18. Cc1ccc(CN(c2ccc(C(=O)NCc3ccccn3)cc2)S(C)(=O)=O)cc1

assay / compound | 17 | 18
ABCG2 inh | 8.0 | 0.0
Avidin fluor | 14 | 19
Bcl-2 Bim block | -4.0 | -5.0
Bim-Bcl-W | -1.0 | -1.0
ABCB1 block | 0.8 | 0.1
Bim-Bcl-B | -5.0 | -3.0
RGS7-Gao | 100.1 | 100.7
RGS4-Gao reg | 96.2 | 102.2
Bfl-1 Bim block | -11.0 | -1.0
Bim-Bcl-XL | -4.0 | 0.0
GSH bead fluor | 11 | 10

High-throughput results from PubChem.
